Screens: PubChem BioAssay, National Center for Advancing Translational Sciences (NCATS)
Mm-Cpn inhibitor: Inhibitors of TCP-1 ring complex (TRiC) of Methanococcus maripaludis (MmCpn): qHTS | Potency, µM (doses to about 76.9 µM), without a hit: at the top dose activity, negative = inhibition, most hits filed as inhibitors | Chaperonin Mm-Cpn (Methanococcus maripaludis) | 330,000 compounds, 0.031% hits | purified Mm-Cpn ATPase, ADP Transcreener TR-FRET; further: potency means the concentration at half of the fitted maximal effect; on the % scale 0 is the no-effect control and ±100 the full control effect; nearly all actives have a fitted effect of over 80% in size
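Compound-treated chaperonin, 25 nM final, turns over 10 uM ATP at 37°C for 30 min following a 10 min preincubation; ADP generated competes with ADP-d2 for Eu-cryptate antibody, lowering FRET.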
HEK293 tox: qHTS of GLP-1 Receptor Inverse Agonists: Cytotox Screen; HEK293 cAMP-luciferase reporter cells, luminescence, 24 h; Potency, µM (titrated, usually from 38.3 µM), inactives show at the highest dose activity change, negative = inhibition, most hits filed as inhibitors; 410,000 compounds, 0.13% hits;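 further: loss of luciferase light is scored as toxicity; potency means the concentration at half of the fitted maximal effect; on the % scale 0 is the no-effect control and ±100 the full control effect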
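A 23 nL compound transfer followed 12 hours of cell culture at 37 deg C; exposure then lasted 24 hr. Luciferase assay detection reagent was dispensed and plates read for luminescence after a 12 min room-temperature wait.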
Abeta yeast res: qHTS for compounds that reverse cellular toxicity of Amyloid beta (A-beta) peptide in yeast: Primary Screen; yeast expressing A-beta42, growth rescue, OD600, 48 h; response scale: 0% DMSO, 100% iron-clioquinol control; 410,000 compounds, 0.063% hits; Potency, µM (highest dose often 46.1 µM), for the others: at the top dose growth rescue, hits mostly activators; further: potency means the concentration at half of the fitted maximal effect; nearly all actives have a fitted effect of over 55% in size
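Yeast A-beta toxicity model in growth medium with pinned compounds, 48 h at 30 C; growth read as absorbance at 600 nm. Normalized to FeCl3/clioquinol equimolar mix (positive) and DMSO (negative).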
PTHR1 agonist: qHTS for PTHR1 Agonists: Primary Screen; HEK293 GP2 PTHR1 cells, GloSensor cAMP luminescence, 1 h; Potency, µM (highest dose often 115 µM), for the others: at the top dose activation, most hits filed as activators; 410,000 compounds, 0.075% hits; Parathyroid hormone/parathyroid hormone-related peptide receptor (Homo sapiens), Q03431; further: potency means the concentration at half of the fitted maximal effect; nearly all actives have a fitted effect of over 55% in size; some results filed as inactive show a strong effect at the top dose; inactives centre near -15; many of its hits are not listed in these tables
Target sequence (Q03431 whole entry, looked up): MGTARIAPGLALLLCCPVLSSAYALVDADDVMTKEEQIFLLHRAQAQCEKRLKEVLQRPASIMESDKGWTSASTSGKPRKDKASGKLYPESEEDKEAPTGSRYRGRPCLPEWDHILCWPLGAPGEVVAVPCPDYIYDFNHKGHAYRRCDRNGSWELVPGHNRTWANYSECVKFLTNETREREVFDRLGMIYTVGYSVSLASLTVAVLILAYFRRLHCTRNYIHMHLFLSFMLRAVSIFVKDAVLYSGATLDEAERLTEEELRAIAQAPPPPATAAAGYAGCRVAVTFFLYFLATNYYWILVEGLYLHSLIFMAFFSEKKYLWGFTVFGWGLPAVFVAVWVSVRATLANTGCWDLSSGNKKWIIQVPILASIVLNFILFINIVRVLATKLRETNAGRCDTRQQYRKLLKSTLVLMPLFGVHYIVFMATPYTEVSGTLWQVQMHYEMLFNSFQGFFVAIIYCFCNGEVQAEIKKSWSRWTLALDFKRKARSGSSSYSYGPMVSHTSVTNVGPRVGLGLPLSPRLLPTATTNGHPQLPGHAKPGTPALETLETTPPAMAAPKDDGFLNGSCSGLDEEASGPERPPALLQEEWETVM
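HEK-293-derived GP2 cells expressing PTHR1 and a GloSensor cAMP reporter, 3,000/well, plated overnight, given luciferin plus IBMX (each 0.5 mM as added) for 1 h at 37 °C, then compound for 1 h at 37 °C. Luminescence was read after 15 min at room temperature.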
TDP-43 yeast inh: qHTS of TDP-43 Inhibitors; TDP-43 expressing yeast growth rescue, BacTiter-Glo, 24 h; Potency, µM (titrated, usually from 46.1 µM), for the others: at the top dose growth rescue (activation), most hits filed as activators; 410,000 compounds, 1.8% hits; AID 652104, 2013; further: potency means the concentration at half of the fitted maximal effect; % of control where 0% means no effect; nearly all actives have a fitted effect of over 50% in size
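Yeast cells expressing TDP-43 under galactose induction are exposed to compounds for 24 hr at 30 deg C. BacTiter-Glo luminescence measures growth, so protective compounds score as activators.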
GLP1R inv ag: qHTS of GLP-1 Receptor Inverse Agonists (Inhibition Mode); Glucagon-like peptide 1 receptor (Homo sapiens), P43220; HEK293 GLP-1R CRE-luciferase, luminescence, 24 h; GLP-1R form is constitutively active; Potency, µM (highest dose often 38.3 µM), without a hit: top-dose activity change, negative = inhibition, hits mostly inhibitors; 410,000 compounds, 1.6% hits; AID 624417, 2012; further: potency means the concentration at half of the fitted maximal effect; on the % scale 0 is the no-effect control and ±100 the full control effect; nearly all actives have a fitted effect of over 55% in size
Target sequence (P43220 whole entry, looked up): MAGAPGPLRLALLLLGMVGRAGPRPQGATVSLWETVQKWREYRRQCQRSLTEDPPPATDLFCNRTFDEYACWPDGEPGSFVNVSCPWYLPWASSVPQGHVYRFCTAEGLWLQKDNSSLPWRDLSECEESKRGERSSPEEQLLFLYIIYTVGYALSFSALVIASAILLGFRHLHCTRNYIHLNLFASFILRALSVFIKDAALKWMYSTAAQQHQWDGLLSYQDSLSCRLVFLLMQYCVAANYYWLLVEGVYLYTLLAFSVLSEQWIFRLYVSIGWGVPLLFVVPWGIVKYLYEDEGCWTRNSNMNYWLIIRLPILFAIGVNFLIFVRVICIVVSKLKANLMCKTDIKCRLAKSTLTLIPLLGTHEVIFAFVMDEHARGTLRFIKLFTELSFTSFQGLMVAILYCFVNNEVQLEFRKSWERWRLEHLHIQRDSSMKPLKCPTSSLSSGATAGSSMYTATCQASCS
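Stable HEK293 clone (constitutively active GLP-1R + cAMP-response luciferase); 200 cells/uL plated, 12 h pre-culture, compound 24 hr, 37 deg C/5% CO2; detection reagent 12 min RT; luminescence.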
pAkt inh: HTS Assay for Inhibitors of Akt Phophorylation: Primary Screen. 360,000 compounds, 0.32% hits. Neuro2A IGF-stimulated pAkt S473 HTRF, 20 min; hits give low values. AID 651550, 2012. activity change, % for hits at 50 µM; in the data active means activity change below about -80%; inconclusive means mostly about -51% to -80%; further: on the % scale 0 is the no-effect control and ±100 the full control effect
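Neuro2A cells in DMEM with 0.5% FBS, overnight at 37 deg C, given compound at single 50 µM final, then IGF (6 nM final) for 20 min at 37 deg C. Lysed; phospho-Akt Ser473 by HTRF after 24 h, 665/615 ratio.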
aSyn yeast inh: qHTS of alpha-syn Inhibitors; 370,000 compounds, 0.14% hits; Yeast expressing alpha-synuclein, growth rescue, BacTiter-Glo, 24 h; Potency, µM (titrated, usually from 46.1 µM), inactives show top-dose growth rescue (activation), usual class: activators; AID 652106, 2013; further: potency means the concentration at half of the fitted maximal effect; % of control where 0% means no effect; nearly all actives have a fitted effect of over 65% in size
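Screening used galactose-induced yeast with toxic alpha-synuclein levels, exposed to compound for 24 hr at 30 deg C. Cell growth, read with BacTiter-Glo luminescence, gave the measured signal.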
FUS suppressor: qHTS for Suppressors of FUS Proteinopathy: Primary screen using FUS-linked yeast assay | S. cerevisiae FUS-expressing, growth rescue, OD600, 24 h | Potency, µM (top dose mostly 76.6 µM), inactives show at the highest dose growth rescue (activation), usual class: activators | 390,000 compounds, 0.24% hits;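 further: potency means the concentration at half of the fitted maximal effect; plate controls were DMSO vehicle for no effect and reference control for full effect; nearly all actives have a fitted effect of over 55% in size; some results filed as inactive show a strong effect at the top dose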
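Cultures pregrown in 2.5% raffinose medium are shifted to minimal medium containing 2% galactose to express toxic FUS. Compounds are tested at several concentrations. After 24hr at 30C, growth is quantified at 600 nm absorbance.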
* = called active by the depositor; i = inactive; ? = inconclusive; / = no result given; & = joins results of further samples; [ ] = another dose, or the depositor's remark. Unless noted, the call rests on the fitted dose curve; in most records, active means well fitted curve in the direction sought with a large enough effect; inconclusive means small, poorly fitted or top-dose-only effect, or another doubt; inactive means no such curve, though single readings can be large; an effect the other way counts as inactive or inconclusive.

Every second line gives: Mm-Cpn inhibitor	HEK293 tox	Abeta yeast res	PTHR1 agonist	TDP-43 yeast inh	GLP1R inv ag	pAkt inh	aSyn yeast inh	FUS suppressor
1	COc1ccc(N2CCN(C(CNC(C)=O)c3ccco3)CC2)cc1 (stereo unspecified)
→ 0%	-6%	3%	i	3%	3%	i	3%	-6%
2	Cc1ccc(NC(=O)c2ccc(CSc3nnc(C)s3)cc2)c(C)c1
→ -1%	-4%	-5%	-27%[57.5 µM]	6%	-26%	i	-1%	3%
3	COc1ccc(Cl)cc1C=CC=NNC(=O)c1ccncc1
→ /	14%	0%	i	-8%	12%	i	-4%	/
4	CC(C)Oc1ccccc1OC1(C)CCN(Cc2ccc(OC(F)(F)F)cc2)C1 (stereo unspecified)
→ /	2%	-8%	-32%[inhibitor]	14%	-23%	i	-1%	8%
5	CNc1nc2c(C)cccn2c(=O)c1C=NCc1ccccc1
→ 0%	-9%	34%	i	17%	31%[activator]	i	?	-34%
6	Cc1cn([C@H]2C[C@H](O)[C@@H](/C=C/C(=O)NCCCc3ccccc3)O2)c(=O)[nH]c1=O
→ /	3%	-19%	2%	4%	22%	i	20%	-18%
7	CC(C)(C)c1ccc(NC(=O)CSc2nnc(-c3n[nH]c4ccccc34)o2)cc1
→ -2%	-9%	15%	-26%	23%	?	i	-6%	44%
8	COc1cc2ccccc2cc1C(=O)Nc1ccc2oc(-c3cc(Br)ccc3Cl)nc2c1
→ /	-2%	8%	i	21%	1%	/	/	2%
9	OC[C@@H]1CN(Cc2ccc(-c3ccccc3)cc2)C[C@H](n2cnc3c(NCc4ccncc4)ncnc32)O1
→ /	-3%	2%	-5%	5%	?	i	-2%	11%
10	COc1ccc(S(=O)(=O)c2ccccc2)cc1NS(=O)(=O)c1cccc(C(=O)O)c1
→ -1%	-13%	-2%	-35%	10%	7%	i	6%	22%
11	O=C(Nc1nc(-c2ccccc2)cs1)c1ccc(Br)o1
→ -6%	69%[activator]	-50%[inhibitor]	-8%[57.5 µM]	0%	-16%	i	-27%	4%
12	CCCCNC(=O)C1(C)CCN1C(=O)c1ccc(OC)c(F)c1 (stereo unspecified)
→ /	0%	-20%	-22%	10%	4%	i	0%	-21%
13	Cc1ccc(OCC(=O)NC2CCS(=O)(=O)C2)c([N+](=O)[O-])n1 (stereo unspecified)
→ 1%	0%	4%	i	-17%	37%[activator]	i	4%	10%
14	COCCNC(=O)Cn1cc(C(=S)N2CCOCC2)c2ccccc21
→ 2%	-3%	-9%	-3%	/	-7%	i	6%	-4%
15	Cc1c(C)c2c(OCC(=O)NCc3ccccn3)cc3c(c2oc1=O)CCC(C)(C)O3
→ 1%	2%	-13%	-21%	0%	59%[activator]	i	-1%	1%
16	CCN(CC(=O)Nc1ccc(NC(C)=O)cc1)CC(=O)Nc1ccc(Cl)c(Cl)c1
→ -5%	13%	-36%	-7%	-16%	-9%	i	2%	14%
17	O=C(NNC(=O)c1c(O)c2ccccc2[nH]c1=O)c1ccccc1
→ -1%	-14%	-1%	-32%[inhibitor]	-38%[inhibitor]	5%	i	10%	0%
18	O=C1c2ccccc2NC(c2ccc(F)cc2)N1Cc1ccco1 (stereo unspecified)
→ 1%	64%[activator]	-8%	11%	-11%	?	i	15%	?
19	COc1ccc(C)cc1-n1nnnc1SCc1csc(C)n1
→ 3%	3%	-6%	-3%	?	-26%	i	-3%	10%
20	Cn1nc(C(C)(C)C)cc1C(=O)N1CCCCC1c1cc(C(=O)NCc2ccc(F)cc2)no1 (stereo unspecified)
→ /	-13%	0%	i	12%	?	i	-1%	43%
21	COCn1c(-c2ccc(OC)c(OC)c2)nc2ccccc21
→ -1%	-1%	22%	i	?	52%[activator]	/	/	-3%
22	CCc1ccccc1N1CSC2=C(C#N)C(c3ccccc3F)CC(=O)N2C1 (stereo unspecified)
→ -10%	-7%	1%	i	11%	-16%	i	3%	28%
23	COc1ccc(C2(C(=O)Nc3ccc(S(=O)(=O)Nc4nc(C)cc(C)n4)cc3)CCCC2)cc1OC
→ 1%	-28%	4%	i	13%	3%	i	-3%	40%
24	Cc1ccccc1C(=O)Nc1ccnn1C1CCN(Cc2cccnc2)CC1
→ 0%	2%	-4%	i	13%	16%	i	-4%	/
25	O=S(=O)(c1ccccc1)N(Cc1cccc(F)c1)c1ccccc1
→ 2%	11%	-12%	-5%	-21%	?	i	3%	-1%
26	CCN(CC)S(=O)(=O)c1cccc(NC(=O)CCNC(=O)c2ccccc2Cl)c1
→ 1%	0%	-8%	i	-1%	-20%	i	1%	16%
27	CCN(Cc1nc2cc(Cl)ccc2c(=O)[nH]1)C(=O)c1nn(C)c(=O)c2ccccc12
→ 1%	-27%	-5%	-8%	-3%	-1%	i	2%	/
28	COc1ccc(/C=N/Nc2nc(C)cc(=O)[nH]2)cc1OC
→ 1%	-12%	4%	i	-18%	13%	i	-6%	-1%
29	CCN1C(C(=O)c2ccccc2)=C(OC(=O)c2ccc(OC)cc2)c2ccccc2S1(=O)=O
→ /	-9%	8%	1%	10%	?	/	/	16%
30	CCn1c(SCC(=O)c2cc(C)n(CC3CCCO3)c2C)nc2ccccc21 (stereo unspecified)
→ -2%	0%	-4%	-5%	19%	?	i	1%	37%
31	CCCCOc1ccc(CNC(=O)c2cnc3sc(N4CCC(C)CC4)nn3c2=O)cc1
→ /	-9%	-14%	3%	-18%	7%	/	/	-19%
32	CC(C)n1cnc2cc(NC(=O)c3ccco3)ccc21
→ 1%	-6%	-2%	-4%	-13%	?	i	-1%	13%
33	O=C(COc1ccc(F)cc1)NCc1ccc2c(c1)CCN2C(=O)c1ccc(F)cc1
→ /	2%	-8%	18%	16%	?	/	/	-7%
34	O=C(Nc1nn[nH]n1)c1ccc(S(=O)(=O)N2CCCCC2)cc1
→ 1%	0%	-10%	i	3%	2%	i	-2%	9%
35	COc1cc(-c2nc(C(=O)NC3CCN(Cc4ccccc4)CC3)cc3c2[nH]c2ccccc23)cc(OC)c1OC
→ -2%	?	-3%	5%	-5%	?	i	-4%	41%
36	C/C(=N\NC(=O)c1cccc(N/N=C(\C)c2ccco2)c1)c1ccco1
→ 2%	-11%	-11%	i	14%	-18%	i	-4%	-7%
37	O=C(CN1C(=O)NC2(CCCC2)C1=O)Nc1ccccc1
→ -1%	4%	0%	-10%	2%	2%	i	-1%	18%
38	CC(C)(C)c1cc(NCc2ccccn2)n2ncc(-c3ccccc3)c2n1
→ -10%	?	-85%[inhibitor]	-18%	?	-84%	i	-27%	25%
39	Cc1ccc(CNC(=O)CNC(=O)[C@@H]2Cc3ccccc3CN2)cc1
→ 1%	-2%	8%	i	-6%	-4%	i	1%	-2%
40	CCOc1ncccc1C(=O)OC(C)C(=O)Nc1ccc(N2CCOCC2)cc1 (stereo unspecified)
→ 0%	4%	-14%	i	17%	102%[activator]	i	4%	14%
41	COc1ccc(S(=O)(=O)NC(C)C(=O)N2CCCC2)cc1Cl (stereo unspecified)
→ -1%	-2%	1%	-13%	5%	7%	i	2%	-1%
42	CSc1ccccc1NC(=S)NCc1ccc(Cl)cc1
→ 4%	?	16µM*	-14%	?	?	i	-1%	11%
43	CCCCCC#CCN1CCN(C23CC4CC(CC(C4)C2)C3)CC1
→ -1%	5%	-1%	-10%	11%	-27%	i	4%	1%
44	CC(=O)C1=CCC(c2ccc(F)cc2)N(S(=O)(=O)c2ccc(C)cc2)C1 (stereo unspecified)
→ /	1%&-3%	-5%&-11%	-25%&-9%	?	7%&10%	i	?	14%&27%
45	CCc1c(C)nc2nc(-c3ccccc3)nn2c1NCc1ccc(C)cc1
→ /	-11%	?	-9%	37%	?	/	/	-1%
46	Cc1ccc(NC(=O)CCS(=O)(=O)c2cccc3nonc23)c(Cl)c1
→ -1%	8%	-10%	i	9%	11%	i	6%	-18%
47	CC(C)C1CCN(C(=O)C2CCC(=O)N(C3CCCCCC3)C2)CC1 (stereo unspecified)
→ /	-37%	-2%	-28%	10%	5%	i	-8%	7%
48	COc1ccc(OC)c(-n2c(CN3CCC(C(N)=O)CC3)nc3ccccc3c2=O)c1
→ 0%	-18%	-12%	i	-17%	2%	/	-2%	9%
49	CCCC(=O)OCCn1c(Br)nc2c1c(=O)[nH]c(=O)n2C
→ 1%	-7%	12%	-19%	6%	3%	i	-1%	3%
50	CCN(CC)CCNC(=O)Cn1cnc2sc(C)c(S(=O)(=O)N3CC(C)CC(C)C3)c2c1=O (stereo unspecified)
→ 2%	5%	7%	i	5%	-22%	i	5%	12%
51	O=C(O)c1ccccc1NCc1ccco1
→ 0%	2%	-8%	-12%	-27%	24%	i	2%	-31%
52	CC(=O)Nc1ccc(Nc2nc(-c3sc(C)nc3C)cs2)cc1
→ -5%	-7%	11%	i	-12%	40%	i	-4%	22%
53	Cc1ccc(S(=O)(=O)Nc2cccc(/C=C/C(=O)O)c2)cc1
→ -8%	8%	10%	23%[57.5 µM]	15%	5%	i	3%	13%
54	Cc1onc(-c2ccccc2)c1C(=O)N/N=C/c1cc(Br)c(O)c(Br)c1
→ 0%	-12%	-9%	-31%[inhibitor]	12%	13%	i	0%	/

Not all compounds are listed; the hit share may differ from the screen's.
